Screening results: PubChem, several laboratories
MrgX1 agonist – activates human MrgX1 receptor signaling; Q96LB2; MrgX1-HEK293 cells, Fluo-4 calcium fluorescence, agonist mode; active compounds read high; B-score at 10 µM; 310,000 tested, 0.44% active; AID 588627;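 active = calcium response B-score plate-corrected fluorescence ratio at least 3 library SD, with starting fluorescence B-score inside 5 SD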
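Test system: HEK293 cells stably expressing human MrgX1 receptor; Input: fifteen thousand cells per well; Dosing: compound delivered in addition one of three; Schedule: overnight seeding, then 1 h dark dye loading; Technique: Fluo-4 NW calcium fluorescence; Measure: B-scored fluorescence response ratio; Controls: positive and negative controls per plate.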
TRPC6 activator – activates the mouse TRPC6 cation channel; Q61143; HEK293-TRPC6 membrane potential dye fluorescence; active compounds read high; B-score at 10 µM; 310,000 tested, 0.13% active;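 active = B-score of the integrated fluorescence ratio above library mean plus 3 SD, and starting fluorescence ratio within library mean plus 5 SD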;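 note: higher score means more depolarization so channel activation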
Target sequence (Q61143 whole entry, looked up): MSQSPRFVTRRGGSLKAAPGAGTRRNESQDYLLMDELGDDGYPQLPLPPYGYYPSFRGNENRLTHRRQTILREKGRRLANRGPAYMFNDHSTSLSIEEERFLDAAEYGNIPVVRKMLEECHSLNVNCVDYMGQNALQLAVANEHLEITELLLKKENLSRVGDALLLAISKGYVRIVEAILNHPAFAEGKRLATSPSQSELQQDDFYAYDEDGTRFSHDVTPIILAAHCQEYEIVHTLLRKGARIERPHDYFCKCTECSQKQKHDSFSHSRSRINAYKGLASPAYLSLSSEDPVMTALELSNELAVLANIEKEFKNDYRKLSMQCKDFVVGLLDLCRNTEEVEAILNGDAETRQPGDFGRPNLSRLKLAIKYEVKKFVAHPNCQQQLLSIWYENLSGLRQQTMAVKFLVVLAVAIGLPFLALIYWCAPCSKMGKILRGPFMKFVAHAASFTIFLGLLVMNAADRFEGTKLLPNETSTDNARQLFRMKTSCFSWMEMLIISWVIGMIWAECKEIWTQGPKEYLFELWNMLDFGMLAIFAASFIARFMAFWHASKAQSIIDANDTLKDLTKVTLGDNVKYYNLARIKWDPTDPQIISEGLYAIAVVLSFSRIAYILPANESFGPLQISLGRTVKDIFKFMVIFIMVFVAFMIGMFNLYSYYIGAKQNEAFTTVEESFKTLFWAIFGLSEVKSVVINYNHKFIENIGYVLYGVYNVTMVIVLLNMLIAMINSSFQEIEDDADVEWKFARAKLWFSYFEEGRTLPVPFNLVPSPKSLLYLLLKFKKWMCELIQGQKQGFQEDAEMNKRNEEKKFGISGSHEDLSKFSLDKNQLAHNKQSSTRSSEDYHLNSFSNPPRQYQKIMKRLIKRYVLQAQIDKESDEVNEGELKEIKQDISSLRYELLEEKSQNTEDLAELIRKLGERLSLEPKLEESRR
TRPC4 act – opens the mouse TRPC4 cation channel | Q9QUQ5 | HEK293 TRPC4beta/mu-opioid, Fluo4 calcium fluorescence; active compounds read high | B-score at 10 µM | 310,000 tested, 0.49% active | AID 2237;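 active = B-score above 5 SD of library B-scores, and initial fluorescence ratio not above library mean plus 5 SD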;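 note: positive B-score marks a calcium rise read as TRPC4 activation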
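Incubation: 45 min room-temperature Fluo4 loading, 110 s read / System: HEK293 cells stably co-expressing mouse TRPC4beta and mu-opioid receptor / Signal: Fluo4 fluorescence, kinetic / Control set: buffer (low) and maximal DAMGO (high) / Measure: integrated baseline-normalised fluorescence ratio, converted to per-well B score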
PolyA inh – blocks polyadenylation in yeast reporter cells | S. cerevisiae SKY197-pL101 polyadenylation reporter, beta-gal luminescence; efflux-impaired pdr1/pdr3 knockout yeast; score 100 = 6 SD above DMSO | calls only at 12 µM | 300,000 tested, 0.02% active | AID 1875;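 active = lowest replicate activity score at least 50, where 100 means six control SD above control mean; inconclusive = lowest score under 50 but half or more replicates reach 50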;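 note: yeast exposed to compound for 9 h at 30 °C; higher score means more reporter readthrough which indicates perturbed polyadenylation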
AI-2 QS modul – modulates the Vibrio harveyi AI-2 quorum sensing system; Vibrio harveyi JMH597 AI-2 luminescence/OD600 ratio, 9 h; active compounds read low; strain lacks LuxN and CqsS sensors; 0 = neutral-control median; 300,000 tested, 0.4% active; activity change, % at 7.5 µM; in the data active = activity change below about -75%, passing the limit was not always enough; inconclusive = no clear call, values can overlap the other calls;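 note: luminescence divided by OD600 gain over 9 h not by final OD600 alone; inactives centre near 13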
MrgX1 PAM – human MrgX1 positive allosteric modulation, primary screen. AID 588675. 310,000 tested, 0.63% active. Q96LB2. MrgX1-HEK293, Fluo-4 calcium flux, FDSS; active compounds read high. B-score at 10 µM;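 active = plate-corrected calcium response at least 3 library SD above typical, normal starting fluorescence, not activating the receptor alone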;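 note: compound read alongside a low EC10 to EC30 dose of BAM8-22 agonist; peak minus trough fluorescence over baseline measured at the second addition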
TRPC6 inh – blocks the mouse TRPC6 cation channel; 310,000 tested, 1.1% active; AID 2553; HEK293-TRPC6, membrane potential dye, ACh-evoked depolarization; active compounds read low; B-score at 10 µM; Q61143;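 active = B-score under library mean minus 3 SD, initial fluorescence not abnormally high, positive integrated signal ratio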;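 note: B-score derived from integrated fluorescence ratio over the kinetic read; more negative B-score means stronger inhibition of depolarization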
TRPC4 potent – allosterically enhances the mouse TRPC4 cation channel. Q9QUQ5. HEK293 TRPC4beta/mu-opioid, DAMGO EC20, Fluo-4 Ca2+ flux; active compounds read high. B-score at 10 µM. 310,000 tested, 0.42% active. AID 2227;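 active = B-score of calcium response area above 5 SD of library B-scores, with initial fluorescence ratio within 5 SD of library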;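 note: B-score of integrated fluorescence ratio over time as area under calcium response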
HIF activator – HIF pathway transcriptional activation; activation, % at 7.5 µM (by protocol); U2OS HRE-luciferase reporter, luminescence; normalized: DMSO 0%, desferrioxamine 100%; 300,000 tested, 0.32% active;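 active = mean activation of at least 10% of the iron chelator positive control signal, with at least half of replicates also reaching 10%; inconclusive = mean and replicate majority disagree about reaching 10%; inactive = mean and most replicates under 10%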
TRPC4 inh – TRPC4 (mouse) channel inhibition | Q9QUQ5 | HEK293 TRPC4beta/mu-opioid, DAMGO-evoked Fluo4 calcium flux; active compounds read low | B-score at 10 µM | 300,000 tested, 0.39% active;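 active = B-score over 3 SD under the library average, no early fluorescence shift, positive overall ratio signal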
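Assay system – HEK293 line stably carrying TRPC4beta and mu-opioid receptor · Doses – single dose · Detection – Fluo4 calcium-dye fluorescence, kinetic read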
MrgX1 antag – antagonists of human MrgX1 receptor. MRGX1-HEK293 calcium flux, Fluo-4, BAM8-22 antagonism; active compounds read low. B-score at 10 µM. 310,000 tested, 1.3% active;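 active = calcium-response B-score plate-corrected more than 3 library SD below zero, starting fluorescence within 5 deviations, no agonist response on first addition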;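 note: peak minus trough fluorescence over baseline after final BAM8-22 challenge near maximal dose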
* marks the source's active call; other numbers are inactive results; i = inactive; ? = inconclusive; / = no result given.

no.	SMILES	MrgX1 agonist	TRPC6 activator	TRPC4 act	PolyA inh	AI-2 QS modul	MrgX1 PAM	TRPC6 inh	TRPC4 potent	HIF activator	TRPC4 inh	MrgX1 antag
1	COc1ccc(C(C(=O)NCc2ccccc2)N(Cc2ccco2)C(=O)c2cnccn2)cc1 (stereo unspecified)	i	i	i	i	-4	i	i	i	-0.1	i	i
2	CCn1c(=O)c(=O)[nH]c2c(=O)oc3ccc(S(=O)(=O)Nc4ccccc4)cc3c21	i	i	i	i	8	i	i	i	0.7	i	i
3	Cc1ccc(OCC(=O)N(C)CCc2ccccn2)cc1	i	i	89*	i	22	i	i	i	0.0	i	i
4	CC(NC(=O)C(c1ccccc1)c1ccccc1)c1ccc(S(N)(=O)=O)cc1 (stereo unspecified)	i	i	i	i	-6	i	i	i	-0.3	i	i
5	CCCN1C(=O)CN(C2CCCCCC2)C(=O)C1c1ccc(C)cc1 (stereo unspecified)	i	i	i	i	16	i	i	i	-0.1	i	i
6	COc1ccc(N2C(=O)NC(NS(=O)(=O)c3ccc(Cl)cc3)(C(F)(F)F)C2=O)cc1 (stereo unspecified)	i	i	i	i	-1	i	i	i	-0.1	i	i
7	COc1ccc(Cl)cc1C(=O)Nn1cnnc1	i	i	i	i	8	i	i	i	-1.0	i	i
8	CCO[C@@H]1OC(C(=O)NC2CC2)=C[C@H](c2coc3ccccc3c2=O)[C@H]1CCCO	i	i	i	i	20	i	i	i	-0.4	i	i
9	Cc1cccc(OCCCC(=O)NCC(=O)Nc2cccc(C)c2C)c1	i	i	i	i	18	i	i	i	-0.4	i	i
10	O=C(NCCC1=CCCCC1)c1cc(S(=O)(=O)N2CCOCC2)ccc1F	i	i	i	i	62	i	i	i	-1.5	i	i
11	COC(=O)c1cc2sccc2n1CC(=O)Nc1ccc(OC)c(OC)c1OC	i	i	i	i	-3	i	i	i	0.0	i	i
12	COc1ccc(NC(=O)Cn2c(CCC(=O)O)ccc2-c2ccc(C)cc2)cc1	i	i	i	i	18	i	i	i	-31	i	i
13	O=C(Nc1ccc(-c2nnn(CC(=O)N3CCN(C(=O)c4ccco4)CC3)n2)cc1)c1ccc(F)cc1	i	i	i	i	21	i	i	i	-0.1	i	i
14	O=C(N/N=C/C=C/c1ccc(Br)cc1)C(O)c1ccccc1 (stereo unspecified)	i	i	i	i	11	i	i	i	-0.4	i	i
15	CC(C)NC(=O)COC(=O)c1cccc(NS(=O)(=O)/C=C/c2ccccc2)c1	i	i	i	i	11	i	i	i	0.2	i	i

no.	SMILES	MrgX1 agonist	TRPC6 activator	TRPC4 act	PolyA inh	AI-2 QS modul	MrgX1 PAM	TRPC6 inh	TRPC4 potent	HIF activator	TRPC4 inh	MrgX1 antag
16	CCN1CCN(c2ccc(NC(=O)c3cccc(OCc4ccccc4)c3)cc2)CC1	i	i	i	i	8	i	i	i	0.2	i	i
17	Cc1ccc(NC(=O)/C(=C\c2ccccc2)NC(=O)/C=C/c2ccccc2)cc1	i	i	i	i	24	i	i	i	-0.9	i	i
18	N#C/C(=C\c1ccc(O)c(O)c1)C(=O)Nc1cccc2ncccc12	i	i	i	i	34	i	i	i	-0.4	i	i
19	C=CCc1cc(OC)ccc1OCCOCCN1CCc2ccccc2C1	i	i	i	i	14	i	i	i	-0.3	i	i
20	CCN(CC)S(=O)(=O)c1ccc2c(c1)nc(CCC(=O)OCC(=O)Nc1cc(Cl)cc(Cl)c1)n2C	i	i	i	i	22	i	i	i	0.4	i	i
21	CCOc1ccccc1NC(=O)C(CC(C)C)NC(=O)C1CCCCC1 (stereo unspecified)	i	i	i	i	6	i	i	i	-0.5	i	i
22	CC1CN(CC(O)COc2ccc(C(C)C)cc2)CC(C)O1 (stereo unspecified)	i	i	i	i	-17	i	i	i	0.5	i	i
23	CC(=O)c1c(-c2ccccc2)c2cc(Cl)ccc2n(C)c1=O	i	i	i	i	7	i	i	i	0.7	i	i
24	N#CCn1nnc(-c2ccc3c(c2)OCO3)n1	i	i	i	i	9	i	i	i	-0.3	i	i
25	O=c1[nH]n(CC2COC3(CCCCC3)O2)c(=O)c2ccccc12 (stereo unspecified)	i	i	i	i	33	i	i	i	0.2	i	i
26	O=C(c1cccn(Cc2ccc(C(F)(F)F)cc2)c1=O)N1CCOCC1	i	i	i	i	20	i	i	i	-0.1	i	i
27	O=C(Nc1cccc(NC(=O)c2cc([N+](=O)[O-])ccc2Cl)n1)c1cc([N+](=O)[O-])ccc1Cl	i	i	i	i	48	i	i	i	-0.3	i	i
28	N#Cc1c(NC(=O)c2cc(-n3cnnc3)ccc2Cl)sc2c1CCCC2	i	i	i	i	1	i	i	i	-0.2	i	i
29	O=C(O)CCC(=O)NNc1nc2ccccc2nc1-c1ccccc1	i	i	i	i	1	i	i	i	0.0	i	i
30	COc1cc(OC)cc(C(=O)NNC(=O)C2CCCC2)c1	i	i	i	i	19	i	i	i	-20	i	i

no.	SMILES	MrgX1 agonist	TRPC6 activator	TRPC4 act	PolyA inh	AI-2 QS modul	MrgX1 PAM	TRPC6 inh	TRPC4 potent	HIF activator	TRPC4 inh	MrgX1 antag
31	COc1ccc(S(=O)(=O)n2cccc2)cc1	i	i	i	i	?	i	i	i	-0.2	i	i
32	CC(C)Nc1nc2n(c(=O)n1)CCN2C(C)C	i	i	i	i	24	i	i	i	-0.6	i	i
33	COc1ccccc1NC(=O)N1CCC(c2nnc(SCC(N)=O)n2C)CC1	i	i	i	i	-9	i	i	i	-0.6	i	i
34	O=C(Nc1cnn(Cc2ccc(F)cc2)c1)c1cnccn1	i	i	i	i	-95*	i	i	i	0.2	i	i
35	O=S1(=O)CCN(Cc2ccc(Cl)cc2)CC1	i	i	i	i	4	i	i	i	-0.2	i	i
36	CCc1ccc(OCC(=O)N2c3ccccc3CCc3ccccc32)cc1	i	i	i	i	17	i	i	i	-0.5	i	i
37	Cc1ccc(S(=O)(=O)C2(C(=O)N(C)C3CCCCC3)CC2)cc1	i	i	i	i	11	i	i	i	0.4	i	i
38	Cc1ccc(C(=O)NCCc2cc3ccc(C)c(C)c3[nH]c2=O)cc1[N+](=O)[O-]	i	i	i	i	8	i	i	i	-9.3	i	i
39	CC(C)NC(=O)c1ccc(N2CCOCC2)nc1	i	i	i	i	20	i	i	i	-15	i	i
40	COc1ccc(CCNC(=O)c2ccc3c(c2)OCO3)cc1	i	i	i	i	13	i	i	i	3.0	i	i
41	Cc1cc(Br)c(S(=O)(=O)n2nnc3ccccc32)cc1C	i	i	i	i	20	i	i	i	-0.3	i	i
42	Cc1ccc(/C=C/C(=O)Nc2nn[nH]n2)o1	i	i	i	i	8	i	i	i	-0.3	i	i
43	CCc1nc(Nc2ccc(OC)c(OC)c2)c2nnn(Cc3ccccc3Cl)c2n1	i	i	i	i	11	i	i	i	0.3	i	i
44	COc1ccc(NC(=O)CSC2=NN3CCCC(=O)N=C3S2)c(OC)c1	i	i	i	i	16	i	i	i	0.7	i	i
45	CCOC(=O)COc1cnc2ccccc2n1	i	i	i	i	22	i	i	i	-0.5	i	i

no.	SMILES	MrgX1 agonist	TRPC6 activator	TRPC4 act	PolyA inh	AI-2 QS modul	MrgX1 PAM	TRPC6 inh	TRPC4 potent	HIF activator	TRPC4 inh	MrgX1 antag
46	Cn1c(C(=O)NCC2CCCO2)cc2oc3ccccc3c21 (stereo unspecified)	i	i	i	i	12	i	i	i	2.5	i	i
47	O=C(CCNC(=O)c1ccccc1Cl)NCC12CC3CC(CC(C3)C1)C2	i	i	i	i	15	i	i	i	0.1	i	i
48	CCCCNC(=O)C1(NC(=O)Nc2ccc(C)cc2)CCCCC1	i	i	i	i	13	i	i	i	-0.2	i	i
49	Cc1cc(=O)nc2c3ccccc3n(CC(=O)Nc3ccccc3Br)n12	i	i	i	i	16	i	i	i	-0.4	i	i
50	CC(=O)c1cnc2cc(C)nn2c1C	i	i	i	i	8	i	i	i	-0.3	i	i
51	COc1ccccc1NC(=O)CN1CCN(CC(=O)Nc2ccc(S(N)(=O)=O)cc2)CC1	i	i	i	i	27	i	i	i	-2.0	i	-7.6*
52	CCOC(=O)C1(CCOc2ccccc2)CCN(Cc2cc(OC)ccc2OC)CC1	i	i	98*	i	5	i	i	i	0.4	i	i
53	c1ccc2nc(-c3nc4ccccc4o3)ccc2c1	i	i	i	i	8	i	i	i	-2.8	/	i
54	COc1ccc(S(=O)(=O)N2CCC(C(=O)NC3CC3)CC2)cc1C	i	i	i	i	/	i	i	i	-33	i	i
55	Nc1nnc(CSCc2ccc(Cl)cc2)s1	i	i	i	i	-4	i	i	i	0.0	i	i
56	CCOc1ccc(N2CC(C(=O)Nc3cccc(S(=O)(=O)NC4=NCCC4)c3)CC2=O)cc1 (stereo unspecified)	i	i	i	i	-15	i	i	i	0.7	i	i
57	N#C/C(=C\c1ccc(-c2cccc([N+](=O)[O-])c2)o1)c1nnc(N2CCOCC2)n1-c1ccccc1	i	i	i	i	8	i	i	i	-0.9	i	i
58	CC(NCC(=O)Nc1cc(S(=O)(=O)N2CCOCC2)ccc1Cl)c1ccc(Cl)cc1Cl (stereo unspecified)	i	i	i	i	9	i	i	i	-0.2	i	-7.3*
59	CC(=O)c1cccc(NC(=O)C2C(c3ccccc3)C2(Cl)Cl)c1 (stereo unspecified)	i	i	i	/	11	i	i	i	0.4	i	i
60	COc1ccc(NC(=O)Nc2ccc3nonc3c2)cc1	i	i	i	i	9	i	i	i	2.0	i	i
61	CCOc1ccc(NC(=O)CCC(=O)NNC(=O)COc2ccc(C)cc2Br)cc1	i	i	i	/	14	i	i	i	1.8	i	i
62	Clc1ccc(C(c2nnnn2C2CCCCC2)N(Cc2cccnc2)Cc2ccco2)cc1 (stereo unspecified)	/	i	i	i	22	/	i	i	-0.1	i	/

Only part of the results is shown; rates above refer to the full screens.
